Source: PubChem
CFTR F508del cor = CFTR F508del correction in bronchial cells. CFBE cells, YFP halide quenching; stimulated with forskolin plus potentiator P3; % fluorescence drop versus neutral controls. activity (quench increase), % at 7.58 µM. hit rate 0.36% among 350,000;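 active = mean added fluorescence quench of at least 8% versus neutral control, with both replicates also reaching 8%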;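 note: cells transiently co-express mutant CFTR-F508del with the halide-sensitive YFP; corrector assay measuring rescue of mutant channel to the surface after 24 h compound exposure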
INS-1E GSIS act = GLuc luminescence reporter in INS-1E cells, primary screen for activators of glucose-dependent secretion of insulin; INS-1E GLuc reporter insulin secretion, 2-3 h; activation, % at 16.6 µM; hit rate 0.61% among 370,000; AID 743287;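 active = lowest replicate activation of at least 40%, so every replicate reaches that level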;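 note: 0% = median of neutral control wells and 100% = median of IBMX positive control wells; some compounds called inactive have numbers as strong as hits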
C2C12 statin = protects C2C12 myotubes from simvastatin toxicity. ATP luminescence, 48 h; scaled: DMSO 0, geranylgeraniol control 100. rescue of ATP level, % at 7.49 µM. hit rate 0.78% among 330,000;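 active = mean ATP rescue above about 67%, or every replicate alone reaching that limit, limit read from the data, passing the limit was not always enough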;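 note: myotubes were challenged with 10 µM simvastatin during compound exposure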
FN deposit inh = fibronectin deposition inhibition. AH1F fibroblasts, Alexa488-fibronectin deposition fluorescence, overnight. AID 743247. inhibition, % at 12.6 µM. hit rate 0.086% among 350,000;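 active = mean inhibition across replicates of 30% or more, regardless of how many single replicates reach that level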;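 note: positive control wells lacked labelled fibronectin entirely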
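Assay system: AH1F fibroblasts / Quantity: 10000 cells per well / Medium: DMEM plus 2% serum, read in PBS / Reagent: labelled fibronectin 24 nM / Dosing: single dose, pinned / Times: 1 h cell attachment, overnight exposure to compound and label / Signal: fluorescence, ex 485 nm, em 525 nm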
PglD DTNB = PglD (C. jejuni) enzyme inhibition. AID 602405. inhibition, % at 12.5 µM. purified PglD enzyme, DTNB colorimetric CoA detection. hit rate 0.098% among 360,000; in the data active = inhibition above about 16%, passing the limit was not always enough; note: strong numbers were not always called active
PGC1a acetyl inh = modulators of PGC1a acetylation | U2OS PGC1a acetylation, AlphaScreen anti-acetyl-lysine; with virally co-expressed GCN5 acetyltransferase | inhibition, % at 15.6 µM | hit rate 0.17% among 350,000 | AID 651687;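 active = every replicate shows inhibition of at least 40%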;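 note: 0% = neutral control wells and 100% = positive control wells; some results beyond the cut were filed as inactive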
miR122 inh = inhibitors of miR-122 in Huh7 cells; hit rate 0.3% among 340,000; AID 602342; activation (reporter increase), % at 12.5 µM; Huh7 miR-122 Renilla luciferase sensor, 48 h; neutral wells = 0, positive control = 100;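 active = mean replicate activation score at least 90 and every replicate individually at or above 90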;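 note: higher luciferase means less miR-122 activity so hits act as miR-122 inhibitors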
Cneo AK release = Cryptococcus neoformans lysis via adenylate kinase release; C. neoformans lysis, adenylate kinase release luminescence, 4 h; normalised: neutral wells 0, clomiphene wells 100; lysis activity, % at 15 µM; hit rate 0.2% among 360,000; AID 651654;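 active = mean lysis activity across replicates of at least 80%, whatever share of replicates individually reach that level; inactive = mean lysis activity below 80%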
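Material: C. neoformans cells; Schedule: 4 h static compound exposure, 37 °C, read 1 h post-reagent; Measured by: adenylate kinase release luminescence; Read-out: signal increase indicating cell lysis; Controls: Clomiphene as positive lysis control.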
Numbers without * were called inactive; . = no result given; & = joins results of further samples; [ ] = another dose, or the depositor's remark. Not a hit list. Share with any hit: about 2.1%.

SMILES | CFTR F508del cor | INS-1E GSIS act | C2C12 statin | FN deposit inh | PglD DTNB | PGC1a acetyl inh | miR122 inh | Cneo AK release
Cc1cc(Cl)ccc1NC(=O)C(=O)N/N=C/c1ccc2c(c1)OCO2 | -2.1 | 0.6 | -8.2 | 2.2 | -4.1 | -4.8 | 2.0 | 2.4
CCOC(=O)c1sc(=NC(=O)c2ccc(OC(C)C)cc2)n(C)c1C | -0.8 | 2.6 | 3.3 | 5.7 | 2.9 | -6.1 | -2.5 | 0.6
N#C/C(=C1\CCCN1)c1nc(-c2ccccc2)cs1 | . | . | -46.9 | . | 1.2 | -5.6 | -2.4 | 1.3
O=C1C(=O)N(c2nccs2)C(c2ccccc2F)/C1=C(\O)c1ccc2c(c1)OCCO2 (stereo not given) | -4.4 | -0.3 | -3.4 | -0.8 | 2.8 | 9.1 | 1.4 | 3.3
O=C1CCc2cc(S(=O)(=O)N3CCCCC3)cc3c2N1CCC3 | -0.1 | 0.7 | 29.7 | -4.0 | . | -6.2 | 18.0 | .
C[C@H](CO)N1C[C@H](C)[C@H](CN(C)C(=O)Nc2ccccc2)Oc2ccc(NC(=O)NC3CCCCC3)cc2C1=O | 0.3 | -7.8 | 5.1 | . | 3.4 | . | -3.3[16.7 µM] | -3.4
CCN(Cc1ccccc1)C(=O)c1cc(-c2ccc(OC)c(OC)c2)nc2ccccc12 | -0.4 | 49.6 | 13.0 | 2.3 | 10.4 | 3.9 | 71.1 | -0.2
O=C(CSc1nnc2scc(-c3ccccc3)n12)NCC1CCCO1 (stereo not given) | . | 10.9 | 2.6 | 6.5 | 1.0 | -14.0 | 2.4 | 5.5
Cc1c(C(=O)N2CCN(c3ccccn3)CC2)sc2ncnc(N3CCOCC3)c12 | 2.6 | -11.5 | 20.2 | . | -0.9 | 8.9 | -2.7 | 0.1
O=C(NCCCCNC(=O)c1ccc(Br)cc1)c1ccc(Br)cc1 | -0.4 | 18.0 | 1.3 | 2.1 | 10.6 | . | . | -1.5
Cc1cc(C(=O)CSc2n[nH]c(N)n2)c(C)n1C1CC1 | . | . | 8.8 | . | 3.0 | -5.9 | -4.9 | -1.6
O=C(N[C@H]1CCC(=O)N(CCSc2ccc(Br)cc2)CC1)OCc1ccccc1 | 0.8 | 7.6 | 11.1 | 4.7 | 1.7 | 5.3 | 1.5 | 1.3
C[C@@H]1CN([C@H](C)CO)C(=O)c2cccc(NC(=O)c3cnccn3)c2O[C@@H]1CN(C)Cc1ccc2c(c1)OCO2 | 1.7 | 5.5 | -29.8 | . | -1.4 | 7.1 | 0.4[16.7 µM] | 0.2
C[C@@H]1CCCCO[C@@H](CN(C)C(=O)Cc2ccccc2)[C@@H](C)CN([C@H](C)CO)C(=O)c2cc(NC(=O)Nc3ccc(C(F)(F)F)cc3)ccc2O1 | -1.3 | 15.3 | -31.8 | . | -3.0 | . | -6.7[16.7 µM] | -1.3
Cc1onc(-c2ccccc2)c1C(=O)OCCOc1cccc(Cl)c1 | 0.0 | 13.9 | -13.5 | . | 5.9 | . | 4.9 | 9.6
O=C(NCc1ccc2c(c1)OCO2)c1c(O)nc2sccn2c1=O | 0.8 | 2.2 | 5.5 | 4.5 | -0.5 | -12.4 | . | -3.8
CCOC(=O)N1CCN(Cc2ccc3c(c2)OCO3)CC1 | -3.6 | 8.2 | -14.4 | 3.9 | 1.0 | -4.4 | 7.0 | 3.5
CNC[C@H]1Oc2c(NC(=O)Nc3ccccc3)cccc2C(=O)N([C@@H](C)CO)C[C@@H]1C | -1.1 | 3.1 | 4.8 | 1.4 | -4.9 | -1.5 | 6.5[16.7 µM] | 0.1
CCOc1cc(C)c(S(=O)(=O)N2CCCC2)cc1C | . | . | 14.3 | -2.9 | 5.2 | -61.4 | -1.2 | 2.8
O=C(Nc1cccc(F)c1)N1[C@@H]2CNC[C@H]1C2c1ccc(-c2cccc(F)c2)cc1 (stereo not given in full) | -6.0&0.7 | -18.2&11.5 | . | -3.4&-8.0 | . | 5.9 | . | .
O=S(=O)(Nc1cccc(S(=O)(=O)N2CCCC2)c1)c1ccc(Br)cc1 | -2.0 | -11.0 | -2.4 | -10.1 | 11.6 | 4.8 | 44.4 | -0.3
COc1ccc(S(=O)(=O)N(C)C[C@H]2Oc3ccc(N(C)C)cc3C(=O)N([C@@H](C)CO)C[C@H]2C)cc1 | 0.5 | 3.5 | -14.5 | . | -2.6 | 3.3 | 3.2[16.7 µM] | 18.5
COc1cc(/C=C2/NC(=O)NC2=O)ccc1OCC(=O)Nc1ccc(F)cc1 | 1.7 | 11.7 | 5.0 | -5.7 | -0.3 | . | . | 1.4
Cc1cc(O)c(C(=O)/C=C/c2ccccc2O)c(=O)o1 | -1.1 | 10.9 | 5.3 | 3.5 | 0.3 | 5.7 | 21.2 | 2.8
O=C(Nc1cccc(Cl)c1)c1nc[nH]c1C(=O)N1CCc2ccccc2C1 | 2.4 | 1.4 | 0.0 | -7.1 | 5.4 | . | -4.3 | 3.2
CCOC(=O)N1CCN(c2ccc(Cl)c(Cl)c2)CC1 | . | -25.9 | -4.7 | . | 2.3 | 6.0 | -3.7 | 1.4
Cc1cccc(CNC(=O)c2ccccc2N)c1 | . | . | 6.1 | 1.4 | 3.9 | 10.0 | 5.7 | 3.7
COc1ccc(Oc2nc3ccccc3n3cccc23)cc1 | . | . | -4.0 | . | 2.0 | 2.8 | 8.7 | -2.5
Cn1c(=N)n(CC(=O)c2ccc(Cl)c(Cl)c2)c2ccccc21 | . | -6.2 | 4.5 | 0.1 | 2.5 | . | . | -0.5
Cc1nc(NC(=O)c2ccncc2)sc1C(=O)N(C)C | -1.3 | 9.5 | . | 3.8 | -1.2 | -1.0 | -3.6 | -0.3
O=Cc1ccccc1OCCOc1ccccc1C=O | 2.4 | 0.6 | -10.3 | . | -8.0 | 8.6 | . | 1.8
CC(C)C(C(=O)Nc1ccc(S(N)(=O)=O)cc1)N1C(=O)c2ccccc2C1=O (stereo not given) | -3.8 | 14.9 | 4.3 | 1.0 | 1.8 | . | 3.9 | -0.7
O=C(CCN1CCCCC1)NCC[C@@H]1CC[C@H](NC(=O)Cc2cccnc2)[C@H](CO)O1 | -1.0 | 1.5 | -14.2 | -8.4 | . | 8.4 | -12.9[16.7 µM] | .
CCCN1C[C@@H](C)[C@H](OC)CN(C)C(=O)c2cc(NS(C)(=O)=O)ccc2OC[C@@H]1C | 3.9 | 18.6 | 11.2 | 8.6 | 0.2 | 2.7 | 15.9[16.7 µM] | 0.2
C[C@@H]1CCCCO[C@H](CN(C)C(=O)CCCN(C)C)[C@@H](C)CN([C@@H](C)CO)C(=O)c2cc(NC(=O)Nc3ccccc3)ccc2O1 | -2.3 | -5.7 | . | 3.6 | 33.0 | -0.2 | 3.1[16.7 µM] | 2.1
Cc1ccc(Nc2nnc(SCC(=O)NCC3CCCO3)s2)cc1C (stereo not given) | 0.5 | -0.5 | 3.6 | 0.9 | -3.1 | -16.7 | -8.4 | -1.0
CCCn1c(SCC(=O)Nc2nnc(CC)s2)nnc1-c1ccncc1 | -1.2 | 11.3 | -2.5 | 0.9 | . | -1.7 | 1.9 | .
Cc1ccc(Cl)cc1NC(=O)N(C)CCO | 0.1 | 20.1 | 1.2 | -7.2 | 4.8 | . | -1.1 | 0.2
C=CCN1C(=O)/C(=C2/Sc3ccccc3N2CCCS(=O)(=O)O)SC1=S | . | 2.4 | -5.9 | . | -6.0 | 8.7 | 24.4 | -1.8
O=C(Nc1nnc(-c2cccs2)s1)c1cccc(F)c1 | -1.2 | 1.8 | 3.7 | 7.0 | . | . | -0.5 | -3.5

A second format for 3 compounds above.
Each structure is followed by: CFTR F508del cor, INS-1E GSIS act, C2C12 statin, FN deposit inh, PglD DTNB, PGC1a acetyl inh, miR122 inh, Cneo AK release
- O=Cc1ccccc1OCCOc1ccccc1C=O
  2.4, 0.6, -10.3, ., -8.0, 8.6, ., 1.8
- Cn1c(=N)n(CC(=O)c2ccc(Cl)c(Cl)c2)c2ccccc21
  ., -6.2, 4.5, 0.1, 2.5, ., ., -0.5
- O=C(CCN1CCCCC1)NCC[C@@H]1CC[C@H](NC(=O)Cc2cccnc2)[C@H](CO)O1
  -1.0, 1.5, -14.2, -8.4, ., 8.4, -12.9[16.7 µM], .

Entries of single compounds as entered above. Order of values: CFTR F508del cor | INS-1E GSIS act | C2C12 statin | FN deposit inh | PglD DTNB | PGC1a acetyl inh | miR122 inh | Cneo AK release
Record of Cc1ccc(Cl)cc1NC(=O)N(C)CCO = 0.1 | 20.1 | 1.2 | -7.2 | 4.8 | . | -1.1 | 0.2
Record of Cc1nc(NC(=O)c2ccncc2)sc1C(=O)N(C)C = -1.3 | 9.5 | . | 3.8 | -1.2 | -1.0 | -3.6 | -0.3
Record of CCCN1C[C@@H](C)[C@H](OC)CN(C)C(=O)c2cc(NS(C)(=O)=O)ccc2OC[C@@H]1C = 3.9 | 18.6 | 11.2 | 8.6 | 0.2 | 2.7 | 15.9[16.7 µM] | 0.2

Next section:
SMILES | CFTR F508del cor | INS-1E GSIS act | C2C12 statin | FN deposit inh | PglD DTNB | PGC1a acetyl inh | miR122 inh | Cneo AK release
C=CCC12C=C(OC)C(=O)OC(OC)(C1O)[C@H](c1ccc3c(c1)OCO3)[C@H]2C (stereo not given in full) | -0.9 | -4.7 | -6.7 | . | 0.8 | -13.0 | -1.2 | -1.2
CN(CCO)c1nc(N)c(C#N)c(CC#N)c1C#N | 1.6 | 24.1 | . | -0.8 | -3.4 | 2.7 | 0.2 | 2.8
Cc1ccc(NC(=S)N2CCCC2)cc1 | -2.1 | -2.2 | . | 16.5 | 10.0 | -11.8 | -1.3 | 4.8
Cc1c(CN2CCC(CO)(CCOc3ccccc3)CC2)c(=O)n(-c2ccccc2)n1C | -0.7 | -5.9 | -4.0 | -1.6 | -0.3 | 0.3 | -2.2 | -6.1
COc1ccc(-c2ccc(C(=O)Nc3cccc(C(F)(F)F)c3)c3occc23)c(C)c1 | -1.6 | 1.2 | -1.2 | 2.7 | -6.2 | -7.8 | -8.6 | 0.2
CC(C)[C@H](NC(=O)OCc1ccccc1)C(=O)OCC(=O)N1C(C)CCCC1C (stereo not given in full) | 1.0 | -26.0 | . | 0.8 | . | 13.8 | -1.8 | .
CCOc1ccccc1N1CC(C(=O)N2CCc3ccccc3C2)CC1=O (stereo not given) | . | . | 0.1 | . | -0.9 | 3.2 | -2.9 | -0.3
CCOc1ccc(Cl)cc1S(=O)(=O)N1CCCC1 | . | 25.8 | 8.6 | 2.7 | 3.1 | 4.0 | 4.5 | -2.0
COc1ccccc1C1CC(c2ccc(C)cc2)Nc2ncnn21 (stereo not given) | . | . | -4.7 | 6.5 | -4.3 | -1.9 | 9.0 | 0.8
Cc1ccc2ccccc2c1NC(=O)c1ccco1 | 0.8 | 15.2 | 0.4 | 1.0 | -0.3 | 0.2 | 3.0 | -1.5
O=C(Nc1ccc2c(c1)OCO2)c1cncc(Br)c1 | . | 7.0 | -17.1 | -11.6 | -2.1 | 0.6 | -2.3 | -0.9
COc1ccc(NC(=O)COC(=O)/C=C/C(=O)OCC(=O)Nc2ccc(OC)c(Cl)c2)cc1Cl | . | -8.1 | . | 4.1 | -2.2 | -19.4 | 2.6 | 4.0
COc1ccc(NC(=O)NCCN2CCc3ccccc3C2)cc1 | . | 15.3 | . | . | 10.7 | 0.2 | -1.3 | -1.3
COC(=O)Nc1ccc(S(=O)(=O)N2CCCCCC2)cc1 | . | -8.9 | -6.1 | 5.1 | 4.1 | 5.1 | 4.5 | 0.6
